# USP1-UAF1 inh – blocks the human USP1/UAF1 deubiquitinase complex; O94782; recombinant USP1/UAF1, Ub-Rhodamine cleavage fluorescence; Potency, µM (top dose mostly 57.1 µM), for the others: at the highest dose activity change, negative = inhibition, most hits filed as inhibitors; 0.23% of 390,000 active; also: potency is read from the fitted curve at half-maximal effect; % is scaled to controls: 0 for no effect and ±100 for the full control effect; nearly all actives have a fitted effect of over 60% in size; inactives centre near -12
#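 1 nM enzyme complex + cpd, 15 min RT; start with Ub-Rho 150nM final; kinetic fluorescence ex 480/em 540, 6 reads q60 s. Buffer 50mM HEPES pH 7.8, 0.5mM EDTA, 0.1 mg/ml BSA, 1mM TCEP, 0.01% Tween-20.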
# rTrxR1 inhibitor – inhibitors of rat thioredoxin reductase 1; 1% of 390,000 active; O89049; recombinant rTrxR1, NADPH fluorescence consumption, selenite substrate; Potency, µM (doses to about 114 µM), without a hit: at the highest dose activity change, negative = inhibition, most hits filed as inhibitors; also: potency is read from the fitted curve at half-maximal effect; % is scaled to controls: 0 for no effect and ±100 for the full control effect; nearly all actives have a fitted effect of over 65% in size
#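 Rat TrxR1 (90 nM in the dispensed reagent) was pre-reduced with 400 uM NADPH for 5 min at room temperature, then incubated with compound for 15 min. After 400 uM selenite was added, NADPH fluorescence (Ex 340/Em 450 nm) was followed for 8 min.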
# D2 antagonist – D2 dopamine receptor (human) antagonism | inhibition, % at 10 µM | 2% of 340,000 active | HEK293 TREx D2 cells, calcium flux, dopamine EC80; in the data active = inhibition above about 30%; also: 0% is about no effect
# Target sequence (P14416 whole entry, looked up): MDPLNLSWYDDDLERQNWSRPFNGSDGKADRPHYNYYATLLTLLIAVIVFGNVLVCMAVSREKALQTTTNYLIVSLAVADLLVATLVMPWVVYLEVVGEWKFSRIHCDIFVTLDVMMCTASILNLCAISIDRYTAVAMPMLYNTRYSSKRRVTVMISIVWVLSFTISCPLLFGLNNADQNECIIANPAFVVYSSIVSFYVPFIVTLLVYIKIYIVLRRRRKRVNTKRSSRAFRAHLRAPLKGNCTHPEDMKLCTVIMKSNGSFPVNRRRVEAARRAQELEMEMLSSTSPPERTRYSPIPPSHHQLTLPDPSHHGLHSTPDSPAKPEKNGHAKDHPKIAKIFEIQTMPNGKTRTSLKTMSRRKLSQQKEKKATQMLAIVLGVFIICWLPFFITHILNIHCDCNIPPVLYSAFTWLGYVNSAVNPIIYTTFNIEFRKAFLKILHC
#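 Inhibition of EC80 dopamine-driven calcium flux, recorded kinetically, defines activity here; cells are a tetracycline-induced HEK293 T-REx line expressing force-coupled D2.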
# D2 ag – activates the human D2 dopamine receptor; P14416; HEK293 T-REx D2 cells, calcium flux agonist mode; activation, % at 2 µM; 0.53% of 340,000 active; AID 485358;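 active = activation over 3 SD above normal in the single-dose calcium agonist read, cut at about 30% in these data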; also: 0% is about no effect
#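 Agonism is scored from calcium flux in a force-coupled, inducible HEK293 cell line expressing D2, read kinetically for 180 s after compound addition against dopamine controls.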
# TRHR PAM – allosterically enhances the human TRH receptor; P34981; TRHR cells, fluo-8 calcium fluorescence, EC20 TRH enhancement; enhancement, % at 2 µM; 0.66% of 360,000 active; in the data active = enhancement above about 30%; also: 0% is about no effect
# Target sequence (P34981 whole entry, looked up): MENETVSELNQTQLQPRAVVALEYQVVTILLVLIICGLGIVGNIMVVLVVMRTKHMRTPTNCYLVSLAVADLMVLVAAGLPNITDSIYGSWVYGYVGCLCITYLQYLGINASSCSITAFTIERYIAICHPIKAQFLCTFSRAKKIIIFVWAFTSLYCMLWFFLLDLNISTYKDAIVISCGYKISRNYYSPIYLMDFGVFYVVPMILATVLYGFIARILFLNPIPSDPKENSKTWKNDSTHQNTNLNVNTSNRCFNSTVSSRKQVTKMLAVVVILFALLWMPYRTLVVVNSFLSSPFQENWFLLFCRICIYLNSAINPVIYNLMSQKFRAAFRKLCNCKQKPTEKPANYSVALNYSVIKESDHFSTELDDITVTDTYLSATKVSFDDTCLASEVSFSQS
#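 Enhancer read-out: after compound pinning and an initial kinetic agonist-mode read, an EC20 of TRH (10 nM final) was injected and fluo-8 calcium signal (Ex 480/Em 530) followed at 1 s/cycle for 100 cycles in TRHR-expressing cells.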
# IDH1 R132H inh – blocks human mutant IDH1 R132H enzyme | O75874 | IDH1-R132H enzyme, NADPH consumption, diaphorase/resazurin fluorescence | Potency, µM (titrated, usually from 76.6 µM), for inactives: at the highest dose activity change, negative = inhibition, hits mostly inhibitors | 0.093% of 390,000 active | AID 602179; also: potency is read from the fitted curve at half-maximal effect; % is scaled to controls: 0 for no effect and ±100 for the full control effect; nearly all actives have a fitted effect of over 65% in size
#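 IDH1-R132H (0.5 ug/mL dispensed) in pH 7.5 Tris buffer was preincubated 30 min with compound, then given a substrate mix of 0.016 mM NADPH and 2 mM alpha-KG for 80 min at room temperature; remaining NADPH was read by diaphorase/resazurin fluorescence.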
# TRHR ag – TRH receptor (human) agonism; P34981; TRHR cells, calcium flux fluo-8, FDSS agonist mode; activation, % at 2 µM; 0.18% of 360,000 active; AID 493084; in the data active = activation above about 30%; also: 0% is about no effect
#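 Fluo-8-loaded TRHR cells; 10 s baseline, compound added, kinetic Ca2+ fluorescence read 1/s, agonist mode.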
# Pin1 inh – inhibitors of human Pin1; Pin1 FP peptide displacement, HiFluor488, 10 min; Potency, µM (doses to about 115 µM), inactives show at the top dose activity, negative = inhibition, most hits filed as inhibitors; 0.009% of 390,000 active; active = well fitted inhibition curve with a large enough effect in the polarisation, with a control signal flat, not every such curve was filed as active; inconclusive = small, poorly fitted or top-dose-only effect, or effect the other way, or a change in a side signal; inactive = no such curve, though single readings can be large or run the other way; the % refers to the polarisation; also: potency is read from the fitted curve at half-maximal effect; % is scaled to controls: 0 for no effect and ±100 for the full control effect
# Target sequence (Q13526 whole entry, looked up): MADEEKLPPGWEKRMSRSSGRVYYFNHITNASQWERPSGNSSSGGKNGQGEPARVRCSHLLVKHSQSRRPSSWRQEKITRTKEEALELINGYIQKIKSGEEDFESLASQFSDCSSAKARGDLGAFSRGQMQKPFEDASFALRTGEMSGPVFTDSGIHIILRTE
# TrxR1 substrate – is turned over as a substrate by rat TrxR1; Potency, µM (series often up to 114 µM), without a hit: at the top dose activity change, negative = substrate turnover; purified TrxR1 substrate turnover, NADPH consumption readout; 0.01% of 390,000 active; O89049; also: potency is read from the fitted curve at half-maximal effect; % is scaled to controls: 0 for no effect and ±100 for the full control effect; nearly all actives have a fitted effect of over 50% in size
#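 Rat TrxR1, dispensed at 90 nM, was prereduced with 400 uM NADPH (final) for 5 min at ~22 deg C, then incubated with compound 15 min before 400 uM selenite. A first-read NADPH fluorescence drop versus no-compound background flagged substrates.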
# An asterisk follows results filed as active; ? = inconclusive; / = not tested or not shown; & = joins results of further samples; [ ] = dose if it differs, or a comment. Unless noted, calls follow the shape of the dose curve; as a rule, active = well fitted inhibition curve with a large enough effect; inconclusive = small, poorly fitted or top-dose-only effect; inactive = no such curve, though single readings can be large or run the other way. These rows are one share of the data; count on the stated rates, not on these rows.
SMILES	TRHR PAM	IDH1 R132H inh	TrxR1 substrate	D2 ag	rTrxR1 inhibitor	D2 antagonist	Pin1 inh	TRHR ag	USP1-UAF1 inh
O=C(O)COc1ccccc1/C=C1\SC(=S)N(c2cccnc2)C1=O	11	-8%	-11%	-0.9	-14%	-29	-4%	-0.6	-9%
O=C(O)c1ccc(/C=N\Nc2ccccn2)cc1	/	-2%	-2%[57.1 µM]	/	1%[57.1 µM]	/	-1%	/	1%
Cc1ccc(S(=O)(=O)N2CCN(C(=O)CSc3ncn[nH]3)CC2)cc1	2	-2%	-1%	/	3%	/	10%	0.7	?
COc1ccc(C2c3ccc4ccccc4c3Oc3ncn(CCCN(C)C)c(=N)c32)cc1 (stereo not drawn)	1	-2%	2%	2.1	12%	-9	1%	0.5	-17%
Cc1nn2c(=O)cc(COc3ccc(/C=C(\C#N)C(=O)Nc4ccccc4)cc3Cl)nc2s1	2	-5%	6%	/	17%	/	65%[activator]	-1.9	-17%
O=C(/C=C/c1ccc(F)cc1)N1CC[C@@]2(O)CCCC[C@H]2C1	-2	6%	10%	-2.6	22%	-27	-9%	-0.4	-14%
COc1cc(NC(=O)CSc2ncc(S(=O)(=O)c3ccc(Br)cc3)c(=O)[nH]2)cc(OC)c1	2	-14%	-7%	1.0	9%	/	?	0.0	-24%
Cn1c(C(=O)NN)cc2cc(Oc3ccccc3)ccc21	-1	12%	-6%[2.29 µM]	-0.4	2%	-10	-4%	0.4	-21%
Cc1nc(C(=O)N2CCC(n3nccc3NC(=O)Nc3ccccc3Cl)CC2)cs1	-7	-8%	0%	0.4	10%	26	-5%	0.3	-16%
COC(=O)c1c(NC(NC(C)=O)C(Cl)(Cl)Cl)sc2c1CCCC2 (stereo not drawn)	3	-10%	1%	/	-2%	/	3%	-0.6	-10%
Cc1nc(-c2ccccc2)nc2[nH]c(=O)n(-c3ccccc3)c(=O)c12	-5	9%	-2%	1.7	-1%	5	0%	0.9	-16%
CCOC(=O)c1ccccc1NC(=O)CN(c1cccc(OC)c1)S(C)(=O)=O	11	8%	-5%	0.2	6%	-11	-4%	-0.3	-9%
COc1cc(OC)c(OC)cc1CCC(C)NC(=O)Cc1ccccc1 (stereo not drawn)	-5	-4%	-4%	0.9	1%	-4	-4%	0.2	1%
O=C(O)Cn1nnnc1SCC(=O)Nc1ccc(OC(F)(F)F)cc1	2	7%	-4%	0.3	14%[57.1 µM]	-15	?	0.6	-13%
O=C(CNC(=O)c1ccccc1Cl)NC1CCN(Cc2ccccc2)CC1	9	14%	42%[activator]	-0.2	9%	-1	-5%	-0.4	-15%
Cc1ccc(CCNC(=O)C2CCN(S(=O)(=O)N3CCC4(CC3)OCCO4)CC2)cc1	2	-1%	6%	/	15%	/	0%	0.6	?
COc1ccccc1NC(=O)N1CCCC1C(=O)Nc1ccc2c(c1)OCO2 (stereo not drawn)	4	-2%	-6%	0.3	-3%	-1	1%	-0.5	-11%
CC1(C2CC2)NC(=O)N(CC(=O)NCC(=O)Nc2ccc(F)c(F)c2F)C1=O (stereo not drawn)	/	2%	13%[57.1 µM]	/	10%[2.29 µM]	/	-12%	/	5%
COc1cccc(C2=NN(C(=O)c3ccco3)C(O)(C(F)(F)F)C2)c1 (stereo not drawn)	3	1%	-6%[57.1 µM]	1.1	?	-29	-12%	-1.3	-14%
COC(=O)c1ccc(NC(=O)c2ccc3c(c2)OCO3)cc1	4	2%	-4%	-0.4	1%	1	?	0.9	-16%
Cc1ccc2c(c1)c1c(c(=O)n(-c3ccccc3C)c(=O)n1Cc1cccc(F)c1)n2C	7	17%	98%[activator]	/	59%[activator]	/	9%	-0.7	-6%
Cc1cc(NC(=O)CCC(=O)N(CC(=O)NCC2CCCO2)Cc2ccc(F)cc2)no1 (stereo not drawn)	7	5%	-10%	0.2	13%[57.1 µM]	-11	0%	-0.9	-1%
COCCN1CCN(C(=O)C2CCC(=O)N(Cc3ccc(Cl)cc3)C2)CC1 (stereo not drawn)	6	-2%	-2%	1.2	-10%	9	5%	0.8	-17%
CCCn1cc(S(=O)(=O)c2ccccc2)c(=O)c2cc(F)c(N3CCCCC3)cc21	-7	-4%	4%	-0.7	8%	/	2%	0.0	-12%
CCN1CCN(c2ccc(S(=O)(=O)N3CCOCC3)cc2NC(=O)C2CCC(C(C)(C)C)CC2)CC1 (stereo not drawn)	/	5%	0%	/	14%	/	?	/	-21%
COCCNC(=O)C(c1ccc(O)cc1)N(Cc1ccco1)C(=O)CCC(=O)Nc1ccccn1 (stereo not drawn)	17	-7%	3%	3.5	17%	-3	0%	0.6	-6%
Cc1cc(Br)ccc1NC(=O)CN(C)C(=O)C1CCN(C(=O)c2ccc(F)cc2)CC1	-7	2%	5%	-0.2	14%	-4	7%	-0.4	-4%
Cn1cnc([N+](=O)[O-])c1Oc1ccccc1	5	6%	0%	0.8	45µM*	-7	0%	0.2	-13%
CCc1ccc(NC(=O)CSCCN2C(=O)c3ccccc3C2=O)cc1	0	11%	2%	-1.2	11%	11	-9%	-0.8	-18%
CCN(CC(=O)Nc1ccc(OC)cc1)C(=O)c1ccc2ccccc2c1	/	1%	5%[11.4 µM]	/	7%[11.4 µM]	/	2%	/	-12%

# Looked up above:
# `Cc1ccc(CCNC(=O)C2CCN(S(=O)(=O)N3CCC4(CC3)OCCO4)CC2)cc1` @ rTrxR1 inhibitor: 15%
# `Cc1cc(Br)ccc1NC(=O)CN(C)C(=O)C1CCN(C(=O)c2ccc(F)cc2)CC1` @ IDH1 R132H inh: 2%

# Returning to the listing, starting 2 compounds before the break.
SMILES	TRHR PAM	IDH1 R132H inh	TrxR1 substrate	D2 ag	rTrxR1 inhibitor	D2 antagonist	Pin1 inh	TRHR ag	USP1-UAF1 inh
CCc1ccc(NC(=O)CSCCN2C(=O)c3ccccc3C2=O)cc1	0	11%	2%	-1.2	11%	11	-9%	-0.8	-18%
CCN(CC(=O)Nc1ccc(OC)cc1)C(=O)c1ccc2ccccc2c1	/	1%	5%[11.4 µM]	/	7%[11.4 µM]	/	2%	/	-12%
O=C(Nc1ccc2cn[nH]c2c1)c1c(Cl)cccc1Cl	4	10%	-10%	0.3	-7%	-11	-12%	-0.4	2%
COc1ccc(NS(=O)(=O)c2cccc(C(=O)OCC(=O)N3CCN(c4ccc(OC)cc4)CC3)c2)cc1	13	3%	-6%	-0.4	-4%	-26	-2%	-0.2	-15%
COc1cccc(S(=O)(=O)Nc2ccc3c(c2)OCCO3)c1	3	3%	-3%[57.1 µM]	-0.3	12%[57.1 µM]	13	-1%	-0.9	-17%
Cc1cc(C)c2c(N)c(C(=O)N/N=C/c3cccs3)sc2n1	-3	14%	1%[57.1 µM]	-0.4	11%[57.1 µM]	8	?	0.3	-13%
Cn1c(=O)c2cc(S(=O)(=O)NC(Cc3ccccc3)C(=O)NCc3ccco3)ccc2n(C)c1=O (stereo not drawn)	-2	-7%	-1%	0.7	-1%	-14	-1%	-0.3	?
CCNc1nc(NCC)n2c(SCC(=O)Nc3cccc(Cl)c3)nnc2n1	-3	-3%	-8%	0.4	-5%	-4	-2%	-0.3	2%
C[C@H](CO)N1C[C@H](C)[C@@H](CN(C)S(=O)(=O)c2cn(C)cn2)Oc2ccc(NC(=O)C3CC3)cc2C1=O	/	1%	3%	/	0%	/	1%	/	-7%
Cn1cccc1Cc1nnc(SCC(=O)Nc2ccc3c(c2)OCCO3)n1CCc1ccccc1	-1	3%	7%	0.4	22%	5	3%	0.2	-11%
C=CCNC(=O)c1cc(-c2ccccc2O)on1	1	0%	17%[57.1 µM]	-1.8	7%[57.1 µM]	0	-1%	1.5	-9%
COc1ccccc1NS(=O)(=O)c1cccc(C(=O)N/N=C2\CC(=O)CC(C)(C)C2)c1	0	1%	-17%	1.7	-33%	16	?	3.1	-6%
CCOC(=O)C1CCN(C(=O)C2CCN(C3=NS(=O)(=O)C(c4ccc(C)cc4)=C3CC)CC2)CC1	4	0%	1%	0.1	15%	/	-3%	0.7	-19%
CN(CCNC(=O)CCNC(=O)Cn1ccc2ccccc2c1=O)Cc1ccccc1	-1	3%	8%	0.0	?	-11	-3%	-0.2	-18%
CCCCOc1ccccc1P(=O)(O)CP(=O)(c1ccccc1)c1ccccc1	-2	7%	-3%	/	-11%	/	1%	-1.9	6%
O=C(NC(Cc1ccccc1)c1ccc2c(c1)OCCCO2)c1ccccc1F (stereo not drawn)	-4	14%	-1%	0.2	19%	5	-1%	-0.5	-12%
O=C(Nc1cscc1S(=O)(=O)c1ccc(Cl)cc1)c1ccccc1Cl	-13	5%	-5%	0.4	22%	-22	0%	-0.1	-10%
COC(=O)COc1ccc(C(c2c(C)[nH][nH]c2=O)c2c(C)[nH][nH]c2=O)cc1	1	3%	1%	0.2	6%	-6	3%	0.8	-17%
CCC1(CC)C(=O)N(c2ccccc2)C(=N)N(c2ccccc2)C1=O	/	5%	-6%[57.1 µM]	/	11%[57.1 µM]	/	-1%	/	?
Nc1nnc(SCC(=O)Nc2cccc(S(=O)(=O)N3CCOCC3)c2)s1	6	2%	10%	/	21%	/	0%	-0.1	-17%
Cc1nc2ccccc2c(=O)n1NC(=O)/C=C/c1ccc(Br)cc1	5	8%	8%[57.1 µM]	0.7	11%[57.1 µM]	9	0%	0.4	3%
CCC1Oc2ccccc2N(CC(=O)NCCc2ccc(OC)c(OC)c2)C1=O (stereo not drawn)	-4&0	-14%&3%	-2%[57.1 µM]	-0.3&-0.4	12%[57.1 µM]	-11	-7%&3%	-1.1&0.0	3%&-8%
CCCOc1ccc(N/C=C/C(=O)c2cc(OC)c(OC)c(OC)c2)cc1	1	-2%	-1%	-1.4	25%	1	16%	-0.1	-29%
O=C1c2nc3cc(-c4ccccc4)[nH]n3c(=O)c2CN1Cc1ccccc1	-4	10%	82%[activator]	0.2	20%	2	-10%	0.3	-16%
CCOc1ccc(NC(=S)N2CCC(NC(=O)c3ccccc3C)CC2)cc1	18	-1%	6%	0.0	24%	-5	1%	-0.8	-25%

# Screens deposited in PubChem by National Center for Advancing Translational Sciences (NCATS).
